Bioassay records from PubChem.
GLP-1R agonist – activates the human GLP-1 receptor | P43220 | Potency, µM (doses to about 45.6 µM), for the others: at the top dose activation, hits mostly activators | HEK293 GLP-1R CRE-luciferase, luminescence, 4-6 h; cells express a hypersensitive GLP-1R form | 380,000 tested, 0.007% active; note: potency is the fitted concentration of half-maximal effect; % of control where 0% means no effect
Target sequence (P43220 whole entry, looked up): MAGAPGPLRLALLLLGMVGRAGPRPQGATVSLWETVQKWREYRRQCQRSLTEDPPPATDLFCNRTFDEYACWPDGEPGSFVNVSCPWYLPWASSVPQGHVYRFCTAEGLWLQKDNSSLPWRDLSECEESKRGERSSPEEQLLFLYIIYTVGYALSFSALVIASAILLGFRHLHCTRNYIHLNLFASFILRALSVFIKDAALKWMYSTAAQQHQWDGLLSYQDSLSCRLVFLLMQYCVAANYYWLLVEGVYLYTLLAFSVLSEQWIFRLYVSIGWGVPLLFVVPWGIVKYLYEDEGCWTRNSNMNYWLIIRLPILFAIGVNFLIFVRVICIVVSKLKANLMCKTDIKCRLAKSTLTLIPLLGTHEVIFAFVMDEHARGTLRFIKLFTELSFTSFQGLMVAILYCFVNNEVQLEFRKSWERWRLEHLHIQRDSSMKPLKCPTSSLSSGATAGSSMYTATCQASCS
DRD3 agonist – agonists of human D3 dopamine receptor. P35462. D3R DiscoveRx beta-arrestin cells, luminescence, 90 min. max activation, %. 410,000 tested, 0.58% active. AID 652048; in the data active = max activation above about 30%; note: 0% is about no effect; mostly tested at two doses, the higher about 12 µM
Target sequence (P35462 whole entry, looked up): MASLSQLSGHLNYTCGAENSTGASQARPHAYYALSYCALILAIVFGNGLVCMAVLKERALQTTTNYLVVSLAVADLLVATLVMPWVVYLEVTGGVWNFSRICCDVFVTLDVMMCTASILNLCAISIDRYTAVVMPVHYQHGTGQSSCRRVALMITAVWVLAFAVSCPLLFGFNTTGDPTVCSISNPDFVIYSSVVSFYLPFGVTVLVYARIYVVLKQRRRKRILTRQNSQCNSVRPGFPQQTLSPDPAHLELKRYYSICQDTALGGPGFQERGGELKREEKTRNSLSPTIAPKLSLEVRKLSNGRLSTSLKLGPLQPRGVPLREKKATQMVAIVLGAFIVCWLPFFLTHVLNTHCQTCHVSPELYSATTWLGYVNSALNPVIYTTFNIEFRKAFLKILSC
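Agonist mode: compounds and dopamine controls were applied to plated cells for 90 min at 37 degrees C after an overnight attachment at 1500 cells/well. Luminescent read-out followed 30 - 60 minutes at room temperature with DiscoveRx detection reagent.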
IL1B secr inh – inflammasome signaling inhibition, IL-1 beta readout. THP-1 LPS/ATP IL-1B secretion, AlphaLISA, 16 h; stronger effect = lower value. activity change, % at 57.5 µM. 360,000 tested, 4.7% active. AID 743279; in the data active = activity change below about -50%; inconclusive = mostly about -30% to -49%; note: % is set by controls: 0 for no effect and ±100 for the full control effect
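Secreted IL-1B measured by AlphaLISA bead assay after 16 h compound exposure of THP-1 cells; compounds (final up to 57.5 uM) added 1 h before LPS (250 ng/mL) and ATP (1.25 mM) stimulation; lower signal means less secretion.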
HT1080 IDH1KD tx – HT-1080 IDH1 knockdown cell toxicity (counter line); HT-1080 IDH1 knockdown viability, ATP luminescence, 48 h; Potency, µM (highest dose often 46.1 µM), for the others: at the top dose activity, negative = toxicity, most hits filed as cytotoxic; 360,000 tested, 2% active; AID 686971;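 note: potency is the fitted concentration of half-maximal effect; 0% = DMSO wells and -100% = cell-free medium wells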
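Using the IDH1-knockdown HT-1080 line run in the same batch and compound series as the NT line, viability after 48 h at 37 °C was determined by CellTiter-Glo luminescence and expressed as % activity.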
SW480 rereplic – DNA re-replication induction in SW480 cells. Potency, µM (doses to about 46.1 µM), inactives show at the highest dose re-replication activation, most hits filed as activators. 340,000 tested, 1.8% active. SW480 DNA re-replication, Hoechst DNA content imaging, 48 h; note: potency is the fitted concentration of half-maximal effect; % of control where 0% means no effect; nearly all actives have a fitted effect of over 55% in size
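Hoechst fluorescence of nuclei (405 nm excitation, 500-530 nm emission) measured by plate-scanning imager after 48 hr compound exposure at 37 C; re-replication scored as increased number of nuclei with elevated intensity.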
HT1080-NT tox – kills 2HG-producing HT-1080-NT fibrosarcoma cells; HT-1080-NT fibrosarcoma viability, CellTiter-Glo ATP luminescence, 48 h; Potency, µM (doses to about 46.1 µM), inactives show top-dose activity, negative = less viability, hits mostly cytotoxic; 360,000 tested, 1.6% active; AID 686970;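 note: NT is the 2HG producing partner of a matched IDH1 knockdown line; potency is the fitted concentration of half-maximal effect; 0% = DMSO-treated cells and -100% = media-only wells without cells; nearly all actives have a fitted effect of over 55% in size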
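750 cells/well, RPMI + 5% FBS; 2 h settle, compound pin-transfer, 48 h at 37 degrees C. CellTiter-Glo 10 min RT, luminescence. Normalized to DMSO and media-only wells.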
KB-V1 cytotox – KB-V1 MDR subline cytotoxicity. KB-V1 MDR cells viability, CellTiter-Glo, 72 h. Potency, µM (doses to about 46.1 µM), for the others: at the highest dose activity change, negative = cytotoxicity, actives largely listed as cytotoxic. 400,000 tested, 3.4% active; note: potency is the fitted concentration of half-maximal effect; % is set by controls: 0 for no effect and ±100 for the full control effect; nearly all actives have a fitted effect of over 60% in size
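KB-V1 cells (P-gp-expressing MDR subline of KB-3-1) in phenol-red-free DMEM with 10% FBS were exposed to library compounds over a concentration series for 72 h at 37 degrees C. Viability read by CellTiter-Glo luminescence; concentration-effect curves fitted after normalization.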
KB-3-1 cytotox – kills parental KB-3-1 adenocarcinoma cells; KB-3-1 viability, CellTiter-Glo ATP luminescence, 72 h; Potency, µM (top dose mostly 46.1 µM), without a hit: top-dose activity change, negative = cytotoxic, actives largely listed as cytotoxic; 400,000 tested, 1.4% active; AID 1347075; note: potency is the fitted concentration of half-maximal effect; % is set by controls: 0 for no effect and ±100 for the full control effect; nearly all actives have a fitted effect of over 60% in size
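Cells are dispensed, compounds pinned in, plates held at 37 °C for 72 h, then CellTiter-Glo is added and luminescence read after 10 minutes. Cell line: parental KB-3-1 in phenol-red-free DMEM, 10% FBS.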
DRD3 antagonist – antagonists of human D3 dopamine receptor; D3R cells, DiscoveRx beta-arrestin luminescence, antagonist mode; stronger effect = lower value; max response, negative = inhibition, %; 360,000 tested, 2.5% active; in the data active = max response below about -50%; inconclusive = no clear call, values can overlap the other calls; note: % is set by controls: 0 for no effect and ±100 for the full control effect; mostly tested at two doses, the higher about 12 µM
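Cells plated overnight at 1500 cells/well, then exposed to library compounds with dopamine controls for 90 minutes at 37 degrees C. DiscoveRx reagent added for 30–60 minutes at room temperature; luminescence read, quantitative HTS format.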
* = called active by the depositor; i = inactive; ? = inconclusive; . = not tested or not shown; [ ] = another dose, or the depositor's remark. Unless noted, calls come from the whole dose curve; as a rule, active = well fitted curve in the direction sought with a large enough effect; inconclusive = small, poorly fitted or top-dose-only effect, or another doubt; inactive = no such curve, though single readings can be large; an effect the other way counts as inactive or inconclusive. Not a hit list; overall some 12% were active at least once.

canonical_smiles	GLP-1R agonist	DRD3 agonist	IL1B secr inh	HT1080 IDH1KD tx	SW480 rereplic	HT1080-NT tox	KB-V1 cytotox	KB-3-1 cytotox	DRD3 antagonist
NS(=O)(=O)c1ccc(Nc2nc(-c3ccc(O)cc3O)cs2)cc1	25%	-2	-57*	21%	-3%	16%	2%	-20%	24
CCOC(=O)N1CCN(C(=O)CN(c2cc(Cl)ccc2OC)S(=O)(=O)c2ccccc2)CC1	-4%	-8	-28	3%	0%	-1%	0%	-2%	-30
CN1CCN(c2ccc(S(=O)(=O)N3CCOCC3)cc2)CC1	-8%	1	-3	2%	-2%	1%	.	.	1
COCc1nnc(NC(=O)c2cccc(NC(=O)c3ccccc3)c2)s1	1%	5	33	-5%	10%	-5%	-27%	7%	6
COc1ccccc1/C=C/C=N/n1c(-c2ccc(F)cc2)n[nH]c1=S	4%	-15	2	-13%	-2%	-21%	?	?	-12
C=CCN(CC=C)Cc1cc(=O)oc2cc(C)c(C)cc12	21%	3	-28	-4%	.	1%	?	0%	1
O=C(COc1ccc(S(=O)(=O)Nc2ccccc2)cc1)NCc1ccccn1	0%	-6	i	1%	-12%	-3%	-14%	?	-24
Cc1ccc2c(C)nc(N/C(N)=N/S(=O)(=O)c3ccccc3)nc2c1	8%	-3	-12	1%	-5%	19%	-9%	4%	-2
O=C(O)c1sccc1SCc1ccc(Cl)c(Cl)c1	8%	6	11	-14%	-11%	-2%	-3%	9%	-24
CC(=O)c1ccc(NC(=S)NCCc2ccc(S(N)(=O)=O)cc2)cc1	0%	-13	-25	-8%	-5%	-8%	2%	-4%	-6
CCN(C(=O)CSc1nc2ccc(Cl)cc2[nH]1)C1CCS(=O)(=O)C1 (stereo not drawn)	0%	3	5	2%	-12%	1%	12%	5%	-15
O=C(NC1CCCCC1)C1CCN(c2ncccn2)CC1	0%	-4	-7	10%	-4%	17%	8%	13%	-2
NC(=O)C1CCN(C(=O)c2ccc([N+](=O)[O-])cc2NC(=O)c2cccs2)CC1	18%	-3	-13	16%	-10%	0%	-7%	?	-1
CC(OC(=O)c1ccc([N+](=O)[O-])o1)C(=O)Nc1nc(-c2ccc(F)c(F)c2)cs1 (stereo not drawn)	0%	-3	?	-5%	-2%	0%	-12%	-5%	-24
CCOC(=O)c1ccc(N2C(=O)CC(NC3CCN(C(=O)c4cccc(Cl)c4)CC3)C2=O)cc1 (stereo not drawn)	-2%	5	15	-8%	-2%	0%	?	4%	89
Cc1cccc(Cn2c(=O)n(Cc3ccccc3)c(=O)c3c2c2cc(C)ccc2n3C)c1	-1%	3	.	.	.	.	-5%	2%	.
CC(=O)NS(=O)(=O)c1ccc(NC(=O)c2ccccc2F)cc1	-9%	0	20	9%	-3%	12%	-7%	-3%	24
CC(C)C[C@@H](CNCC(=O)[C@H](Cc1ccccc1)NC(=O)c1[nH]cnc1C(=O)N[C@@H](C)CN)NC(=O)c1nc[nH]c1C(=O)N[C@@H](CC(=O)O)C(=O)O	-1%	-37	5	7%	-7%	5%	0%	-12%	-14
CC(=O)Nc1cc(Cl)c(N=Cc2ccc(O)cc2O)cc1Cl	-5%	3	-19	0%	21%	-7%	?	-2%	20
COc1ccc(Br)c(C(=O)OCC(=O)N2CCc3ccccc32)c1	15%	-1	-1	4%	4%	9%	-6%	18%	-16
CCN(CC)S(=O)(=O)c1ccc(C(=O)N2CCN(C(=O)c3ccco3)CC2)cc1	-1%	-1	2	4%	-1%	7%[9.24 µM]	7%	29%	-7
C=CCOc1nc2c(c(=O)n(C)c(=O)n2C)n1Cc1ccc(Cl)cc1	0%	2	-12	18%	-6%	3%	2.9µM*	?	-28
O=C(Nc1ccc(-n2cnnn2)cc1)c1cccc(S(=O)(=O)N2CCCC2)c1	9%	-7	6	-5%	-16%	-4%	29%	12%	-6
c1ccc(Nc2nc3ccccc3[nH]2)nc1	1%	1	-80*	-9%	-5%[9.22 µM]	1%	-11%	?	?
COc1ccc(Nc2ccc(N3C(=O)CCCC3=O)cc2[N+](=O)[O-])c(OC)c1	0%	-3	-7	5%	-9%	1%	-2%	-7%	?
COc1ccc(CNC(=O)C(=O)N2CCC3(CC2)OCCN3S(=O)(=O)c2ccc(C)cc2)cc1	13%	-4	4	-1%	2%	1%	?	0%	11
COc1ccc(-c2cc(CNC(=O)CN3CCN(C)CC3)on2)cc1	-1%	4	19	8%	-3%	6%	14%	9%	6
CC(C)(C)OC(=O)n1cccc1/C=C1\c2ccccc2C(=O)N1c1ccccc1	8%	-5	-2	6%	?	0%	0%	0%	?
COc1ccc(NC(=O)COC(=O)c2ccc(S(=O)(=O)N3CCCCCC3)cc2)c(OC)c1	-8%	3	15	0%	-4%	7%	16%	4%	12
Cc1ccc(S(=O)(=O)N2CCCCC2)cc1NC(=O)c1cccs1	2%	-2	-6	-11%	7%	1%	0%	-27%	-5
O=C(N/N=C/c1ccc2ncccc2c1)c1cccc([N+](=O)[O-])c1	17%	4	-1	?	-5%	9%	?	13%	4
CN(C)S(=O)(=O)c1ccc(NC=C(C#N)C#N)cc1	-2%	-7	0	0%	8%	-1%	19%	7%	-13
Cn1c(Cc2ccccc2)nnc1SCC(=O)N1CCOCC1	-3%	2	0	15%	0%	-1%	?	18%	-13
CCOC(=O)Nc1nc(C)c(C(=O)c2ccc(Cl)cc2)s1	-14%	-7	6	-12%	-3%	-4%	14%	-4%	19
CC(C)CC(NC(=O)C1CCCN1C(=O)OC(C)(C)C)C(=O)NCC(N)=O (stereo not drawn)	8%	5	6	2%	-2%	0%	-2%	0%	-58*
COc1nccc(-c2ccc(F)cc2)c1C#N	13%	2	-13	8%	-4%	2%	?	?	12
C=CCOC(=O)/C(=C\c1ccc(OC)cc1)NC(=O)c1ccco1	-1%	-7	7	9%	-2%	9%	-11%	1%	-51*
CC[C@]1(O)C[C@H]2CN(CCc3c([nH]c4ccccc34)[C@@](C(=O)OC)(c3cc4c(cc3OC)N(C=O)[C@H]3[C@@](O)(C(=O)OC)[C@H](OC(C)=O)[C@]5(CC)C=CCN6CC[C@]43[C@@H]65)C2)C1	26%	-3	.	.	0.3µM*	.	0%	0.12µM*	.
O=C(NCCN1CCOCC1)c1ccccc1N1C(=O)[C@@H]2Cc3c([nH]c4ccccc34)C(c3ccccc3)N2C1=O (stereo partly drawn)	5%	-24	-6	-13%	-3%	2%	9%	0%	0
N#CC(C#N)=C1C(=O)N(CCN2CCOCC2)c2ccccc21	4%	3	.	-11%	?	2%	3%	0%	8
O=C(O)c1cc(S(=O)(=O)Nc2ccc3cn[nH]c3c2)ccc1Br	-5%	-9	22	-4%	-9%	-2%	1%	22%	-21
CC(=O)c1ccc(N2CCN(C(=S)NCc3ccco3)CC2)cc1	-4%	-1	-11	5%	-2%	-7%	2%	-23%	-8
Cc1ccc2c(c1)-c1c(cnc3cc(-c4ccc(Cl)cc4)nn13)CO2	1%	-4	.	.	.	.	?	11%	.
Cc1ccc(-c2nc(C=Nc3ccc(O)cc3)c(O)o2)cc1	3%	1	-86*	?	5.8µM*	?	?	-26%	-10
O=C(COc1ccccc1[N+](=O)[O-])N(Cc1cccc(Br)c1)C1CCS(=O)(=O)C1 (stereo not drawn)	-1%	3	12	-21%	0%	-8%	4%	7%	-14
O=C1C2CCCN2C(c2ccccc2)N1c1cccc(Cl)c1 (stereo not drawn)	-8%	1	0	3%	-3%	8%	?	12%	15
CNCC(O)COc1cccc(OC)c1 (stereo not drawn)	7%	6	9	2%	-5%	-10%	2%	-12%	19
COc1ccc(N2CCN(S(=O)(=O)CCNC(=O)Cc3ccc([N+](=O)[O-])cc3)CC2)cc1	0%	2	23	0%	20%	4%	?	2%	23
CCOc1ccc(-c2c(C(=O)N/N=C(\C)c3cccs3)nnn2-c2nonc2N)cc1	-4%	0	33	3%	-11%	5%	?	4%	7
Cc1ccc(OCC(=O)Nc2ccc(N3CCN(C(=O)c4ccc(C)cc4)CC3)cc2)cc1	4%	1	-7	-1%	-16%	-15%	0%	-16%	2
CC(C)(C)SCCNC(=O)CN(c1ccccc1)S(=O)(=O)c1ccccc1	13%	-2	7	6%	-10%	8%	1%	3%	-7
CCNc1cc(O)ccc1C	-5%	17	13	1%	-13%	2%	-4%	0%	8
N#Cc1ccc(-c2ccc(F)cc2)nc1Oc1ccccc1	1%	3	-10	?	-1%	?	-36%	-6%	-25
OCC[C@@H]1C[C@@H](O)[C@H](O)[C@@]2(OCc3ccccc32)O1	1%	10	17	10%	-11%	6%	11%	4%	20
CCN(CC)S(=O)(=O)c1cccc(NC(=O)CN2C(=O)c3ccc([N+](=O)[O-])cc3C2=O)c1	3%	-4	0	3%	-1%	3%	-13%	-2%	-6
COc1ccc(-c2oc3ccccc3c(=O)c2OCC(=O)O)cc1	10%	-1	27	20%	-46%[inhibitor]	12%	16%	0%	5
CCOC(=O)C1(Cc2ccccc2C#N)CCCCC1=O (stereo not drawn)	14%	4	16	2%	-5%	6%	3%	3%	7
CC(C)=CC(=O)Nc1nnc(C)s1	-11%	5	10	7%	-1%	10%	1%	3%	23
